Screening results as filed in PubChem BioAssay.
MrgX1 allo act: positive allosteric modulators of MrgX1, primary screen, HEK293 cells, Fluo-4 calcium flux | FDSS; hits give high values | AID 588675, 2011 | B-score at 10 µM | 310,000 compounds, 0.63% hits;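 active = plate-corrected calcium response at least 3 library SD above typical, normal starting fluorescence, not activating the receptor alone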;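 also: compound read alongside a low EC10 to EC30 dose of BAM8-22 agonist; peak minus trough fluorescence over baseline measured at the second addition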
TMEM16A inh: TMEM16A chloride channel inhibitors, primary screen, cell-based, HTS; HEK293 TMEM16A/YFP iodide influx fluorescence, ionomycin; 310,000 compounds, 1.2% hits; Anoctamin-1 (Mus musculus), Q8BHY3; AID 588511, 2011; normalized B-score (activity score, 25-100; higher = stronger inhibition) at 10 µM;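 active = ratio plate-corrected score three or more library SD toward inhibition, starting fluorescence score within five deviations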;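 also: score derived from kinetic fluorescence span divided by baseline fluorescence per well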
hERG rescue: hERG rescue from dofetilide block, primary screen, cell-based, CHO-hERG, FluxOR thallium flux, dofetilide IC70 | Voltage-gated inwardly rectifying potassium channel KCNH2 (Homo sapiens), Q12809 | dofetilide IC70 present | activation (rescue from dofetilide block), less the hit threshold, % at 10 µM | 310,000 compounds, 0.51% hits;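 active = activation above the mean of controls blocked by dofetilide plus 5 SD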;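 also: thallium influx through hERG after potassium depolarization seen as dye fluorescence rise; in these data hits start at about 4.7%; inactives centre near -7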
Target sequence (Q12809 whole entry, looked up): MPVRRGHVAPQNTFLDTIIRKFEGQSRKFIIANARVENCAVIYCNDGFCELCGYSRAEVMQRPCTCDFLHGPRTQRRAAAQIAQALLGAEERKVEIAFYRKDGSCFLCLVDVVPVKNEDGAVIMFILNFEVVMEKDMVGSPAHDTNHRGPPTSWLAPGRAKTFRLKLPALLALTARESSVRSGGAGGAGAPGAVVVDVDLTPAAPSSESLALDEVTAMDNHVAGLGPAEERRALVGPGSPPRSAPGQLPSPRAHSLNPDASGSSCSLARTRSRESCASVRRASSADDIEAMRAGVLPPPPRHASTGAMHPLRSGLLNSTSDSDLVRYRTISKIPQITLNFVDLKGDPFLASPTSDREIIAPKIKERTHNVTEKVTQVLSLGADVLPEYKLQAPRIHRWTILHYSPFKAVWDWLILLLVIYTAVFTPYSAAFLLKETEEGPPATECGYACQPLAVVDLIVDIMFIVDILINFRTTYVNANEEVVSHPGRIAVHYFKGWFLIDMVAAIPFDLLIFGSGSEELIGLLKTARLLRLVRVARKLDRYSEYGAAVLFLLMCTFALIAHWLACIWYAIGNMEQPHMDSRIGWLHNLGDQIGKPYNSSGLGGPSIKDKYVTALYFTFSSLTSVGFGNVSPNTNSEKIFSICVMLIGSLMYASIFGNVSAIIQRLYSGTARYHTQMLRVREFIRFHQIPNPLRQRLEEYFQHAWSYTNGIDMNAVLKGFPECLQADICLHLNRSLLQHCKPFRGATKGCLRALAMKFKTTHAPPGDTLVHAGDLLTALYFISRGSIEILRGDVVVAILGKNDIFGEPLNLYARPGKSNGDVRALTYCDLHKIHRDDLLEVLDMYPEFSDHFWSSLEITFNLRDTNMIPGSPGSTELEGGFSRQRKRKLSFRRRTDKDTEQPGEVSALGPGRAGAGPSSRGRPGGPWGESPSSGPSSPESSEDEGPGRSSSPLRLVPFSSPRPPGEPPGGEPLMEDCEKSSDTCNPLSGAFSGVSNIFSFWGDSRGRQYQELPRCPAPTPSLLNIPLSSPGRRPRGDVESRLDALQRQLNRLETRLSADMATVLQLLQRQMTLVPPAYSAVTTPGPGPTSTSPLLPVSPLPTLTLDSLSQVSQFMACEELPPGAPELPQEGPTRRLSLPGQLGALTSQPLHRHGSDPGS
KCNK3 block: human KCNK3 channel inhibitors, primary screen, CHO cells, FluxOR thallium flux, B-score | Potassium channel subfamily K member 3 (Homo sapiens), O14649 | FluxOR fluorescence; hits give low values | B-score at 10 µM | 340,000 compounds, 0.84% hits;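 active = B-score under library mean minus 4 SD, starting fluorescence ratio at most library mean plus 5 SD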;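 also: more negative B-score means stronger inhibition of thallium flux through KCNK3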
MrgX1 agonist: agonists of human MrgX1 receptor, primary screen, HEK293 cells, Fluo-4 calcium flux; Fluo-4 calcium fluorescence, agonist mode; hits give high values; B-score at 10 µM; 310,000 compounds, 0.44% hits;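 active = calcium response B-score plate-corrected fluorescence ratio at least 3 library SD, with starting fluorescence B-score inside 5 SD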
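Material: MrgX1-expressing HEK293 cells; input: 15,000 cells per well; doses: test compound given as first of three sequential additions; schedule: overnight plating before 1 h dye loading; technique: Fluo-4 NW calcium-flux fluorescence, kinetic read; evaluation: baseline-normalised fluorescence change ratio, B-scored; control set: plate-wise positive and negative controls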
KCNQ1 block: inhibitors of human KCNQ1 channel, primary screen, cell-based, thallium flux, high-throughput. Potassium voltage-gated channel subfamily KQT member 1 (Homo sapiens), P51787. CHO-K1 KCNQ1, FluxOR thallium flux fluorescence; hits give high values. B-score at 10 µM. 310,000 compounds, 1.3% hits. AID 2642, 2010;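 active = compounds whose thallium flux B-score, printed positive for inhibition, exceeds three library SD while starting fluorescence stays within three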;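 also: channel opened by potassium depolarization with thallium stimulus after 20 min compound exposure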
TMEM16A act: TMEM16A chloride channel activators or potentiators, primary screen, cell-based, HTS; Anoctamin-1 (Mus musculus), Q8BHY3; HEK293 TMEM16A/YFP-H148Q/I152L, iodide quench fluorescence; hits give low values; B-score at 10 µM; 340,000 compounds, 0.3% hits; AID 623877, 2012;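 active = fluorescence-ratio B-score plate-corrected deviation score at least 3 library SD below zero, with starting fluorescence score within 5 deviations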;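 also: channel opened by trigger with iodide after compound preincubation; score built on the fluorescence ratio of max minus min over baseline; more negative score means more quench and so TMEM16A activation or potentiation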
KCNQ1 pot: potentiators or activators of KCNQ1 channel, primary screen, cell-based, thallium flux, high-throughput; Potassium voltage-gated channel subfamily KQT member 1 (Homo sapiens), P51787; CHO-K1 KCNQ1, thallium flux FluxOR fluorescence; hits give high values; B-score at 10 µM; 310,000 compounds, 0.35% hits; AID 2648, 2010;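 active = fluorescence ratio B-score, a plate-corrected score, at least three library SD, with initial intensity B-score within 5 SD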
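Medium – assay buffer, equal DMSO in all wells · Material – CHO-K1 cell line with stable KCNQ1 potassium channel expression · Signal – kinetic FluxOR thallium fluorescence, 10-s 1-Hz baseline, 110-s post-stimulus read · Compound – single concentration per compound, DMSO matched to controls · Schedule – 37 °C overnight plating, 90-min dark dye load, 20-min compound pretreatment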
KCNK9 inh: KCNK9 potassium channel inhibitors, primary screen, HEK293 cells, thallium flux | Potassium channel subfamily K member 9 (Homo sapiens), Q9NPC2 | AID 488922, 2010 | 310,000 compounds, 1.2% hits | B-score at 10 µM | FluxOR thallium flux fluorescence; hits give low values;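 active = ratio B-score over 3 SD below the library mean, with starting fluorescence within 5 SD of its mean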;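 also: negative B-score means less thallium flux so channel inhibition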
RGS4 act: RGS4 potentiators or activators, primary screen, cell-based, HEK293 M3R inducible RGS4, calcium flux | carbachol calcium flux Fluo4; hits give low values | B-score at 10 µM | 310,000 compounds, 0.92% hits | AID 463111, 2010;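 active = B-score of the integrated calcium signal more than 4 SD below the library mean, with starting fluorescence not abnormally high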;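 also: negative B-score means reduced calcium response which marks RGS4 activation or potentiation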
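Assay system: Inducible-RGS4 HEK293 cells carrying M3 receptor | Schedule: Compound preincubation 20 min at room temperature before agonist | Signal: Kinetic calcium fluorescence imaging with Fluo4-AM dye, 2 µM | Read-out basis: B score from integrated fluorescence ratio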
RGS4 block: RGS4 inhibitors, primary screen, cell-based, HEK293 M3R inducible RGS4, calcium flux | Regulator of G-protein signaling 4 (Homo sapiens), P49798 | Fluo-4 calcium flux; hits give high values; triggered by carbachol at its EC20 | B-score at 10 µM | 310,000 compounds, 0.45% hits | AID 463165, 2010;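 active = B-score, a plate-corrected calcium signal, over three deviations above library mean, with baseline fluorescence within five deviations of library mean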;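 also: RGS4 expression induced by doxycycline in cells with stable M3 receptor; B-score is computed from the integrated fluorescence ratio over baseline after carbachol; higher B-score means a larger calcium signal and so more RGS4 inhibition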
The depositor's hits bear a star; i = inactive; nt = no result given.

SMILES | MrgX1 allo act | TMEM16A inh | hERG rescue | KCNK3 block | MrgX1 agonist | KCNQ1 block | TMEM16A act | KCNQ1 pot | KCNK9 inh | RGS4 act | RGS4 block
Cc1cc(N2CCN(C3CCCCC3)CC2)n2nc(C)nc2n1 | i | i | -3.4 | i | i | i | i | i | i | i | i
CCC(C(=O)NC1CCCC1)N(C(=O)Cn1nnc(-c2ccc(C)cc2)n1)C1CCCC1 (stereo not drawn) | i | i | -6.7 | i | i | i | i | i | i | i | i
Cc1cc(S(=O)(=O)n2cnc3ccccc32)c(C)cc1Cl | i | i | -4.2 | i | i | i | i | i | i | i | i
CS(=O)(=O)N1CCN(c2ncnc3c2cnn3-c2ccccc2)CC1 | i | i | -2.2 | i | i | i | i | i | i | i | i
COc1cc(/C=C2/NC(=O)NC2=O)cc(Br)c1OCc1cccc(C(=O)O)c1 | i | i | -9.9 | i | i | i | i | i | i | i | i
C/C(=N\NC(=O)CN1CCN(S(=O)(=O)c2ccc(C)cc2)CC1)c1ccncc1 | i | i | -9.9 | i | i | i | i | i | i | i | i
O=C(CN1CCC(n2nnc3cc(F)ccc32)CC1)NC1CC1 | i | i | -15.7 | i | i | i | i | i | i | i | i
Cc1cc(C)c(S(=O)(=O)N(C)CC(=O)NCCCn2ccnc2)c(C)c1 | i | i | -10.1 | i | i | i | i | i | i | i | i
CC(C)CCn1cnc2c(NCc3ccccc3)ncnc21 | i | i | -11.7 | i | i | i | i | i | i | i | i
CS(=O)(=O)c1ccc(C(=O)N(CCc2ccccc2)Cc2ccccc2)cc1 | i | i | -10.3 | i | i | i | i | i | i | i | i
Cc1ccc2c(C)c(C(=O)N3CCN(Cc4ccc5c(c4)OCO5)CC3)oc2c1C | i | i | -9.8 | i | i | i | i | i | i | i | i
CCCc1nc(NCc2ccncc2)c2nnn(Cc3ccccc3F)c2n1 | i | i | -5.8 | i | i | i | i | i | i | i | i
Oc1ccc(NC(=S)N=Nc2c(O)[nH]c3ccccc23)cc1 | i | i | -11.2 | i | i | i | i | i | i | i | i
CC(=O)Nc1ccc(S(=O)(=O)N2CCC(c3nnc(-c4ccc(C)cc4)o3)CC2)cc1 | i | i | -11.2 | i | i | i | i | i | i | i | i
Cn1c(SCC(=O)c2ccc3c(c2)NC(=O)CO3)nc2ccccc21 | i | i | -9.3 | i | i | i | i | i | i | i | i
CCCCNS(=O)(=O)c1ccc2nc(-c3cccnc3)cc(C(=O)NCCCOCC)c2c1 | i | i | -7.9 | nt | i | i | nt | i | i | i | i
COc1cccc(NC(=O)Nc2ccncc2)c1 | i | i | -3.6 | i | i | i | i | i | i | i | i
Cc1cc(-c2ccccc2)nc(N/N=C/c2ccc([N+](=O)[O-])cc2)n1 | i | i | -8.2 | i | i | i | i | i | i | i | i
CC(C)c1ccc(S(=O)(=O)N2CCCCC2)cc1 | i | i | -11.7 | i | i | i | i | i | i | i | i
CCC(=O)Nc1cccc(Br)c1 | i | i | -4.6 | i | i | i | i | i | i | i | i
O=C(NCc1ccccc1)C1CCCN(S(=O)(=O)c2cccnc2)C1 (stereo not drawn) | i | i | -7.6 | i | i | i | i | i | i | i | i
CCOC(=O)N/N=C/c1c(C)c(C(=O)c2ccc(F)cc2)n2ccccc12 | i | i | -11.8 | i | i | i | i | i | -11.4* | i | i
COc1ccc(N2C(=O)CS/C2=C\[N+](=O)[O-])cc1 | i | i | -10.3 | i | i | i | i | i | i | i | i
CC(CCc1ccccc1)NC(=O)COc1ccc(S(=O)(=O)N2CCOCC2)cc1[N+](=O)[O-] (stereo not drawn) | i | i | -6.3 | i | i | i | i | i | i | i | i
COc1ccc(CNC(=O)c2coc(=O)c3ccccc23)cc1 | i | i | -11.1 | i | i | i | i | i | i | i | i
COCCN(Cc1cc2cc3c(cc2nc1Cl)OCO3)C(=O)Nc1ccccc1OC | i | i | -1.5 | i | i | i | i | i | i | i | i
Cn1cccc1CC(=O)N/N=C\c1cccs1 | i | i | -7.9 | i | i | i | i | i | i | i | i
O=C(O)c1cc(-c2ccc(/C=N/N3C(=O)C4C5C=CC(C6CC56)C4C3=O)o2)ccc1Cl (stereo not drawn) | i | i | -8.9 | i | i | i | i | i | i | i | i
Cc1ccc(/C=C/C(=O)NC(=S)Nc2ccc(S(=O)(=O)Nc3cc(C)on3)cc2)cc1 | i | i | -3.7 | i | i | i | i | i | i | i | i
CCc1cc2c(=O)c(-c3nc4ccccc4[nH]3)coc2c(CN2CCCCC2)c1O | i | i | -15.6 | i | i | i | i | i | i | i | i
Cc1ccc(C)c(-n2nnnc2SCC(=O)NCCC2=CCCCC2)c1 | i | i | -9.3 | i | i | i | i | i | i | i | i
C/C(N)=C(/C#N)C(=O)CSc1nnc(-c2ccccc2Br)o1 | i | i | -4.6 | i | i | i | i | i | i | i | i
COc1ccccc1OCC(=O)N/N=C/c1c(O)ccc2ccccc12 | i | i | -22.2 | -10.2* | i | i | i | i | -8.6* | -7.6* | i
Cc1c(C#N)c2ncn(Cc3ccccc3)c(=O)c2n1-c1ccccc1 | i | i | -5.5 | i | i | i | i | i | i | i | i
C=CCNC(=O)c1cc(Cl)ccn1 | i | i | 1.1 | i | i | i | i | i | i | i | i
CCCC/C(O)=C1\C(=O)CCCC1=NCCc1c(C)[nH]c2ccccc12 | i | i | -6.0 | i | i | i | i | i | i | i | i
CC1=Nc2cc(C(=O)O)ccc2Sc2ccc(C)cc21 | i | i | -11.3 | i | i | i | i | i | i | i | i
O=C(NC1CCCCCC1)C(Cc1ccccc1)n1cccc1 (stereo not drawn) | i | i | -11.0 | i | i | i | i | i | i | i | i
N#Cc1ccc(C23CC4(C2)[C@H](CN(Cc2ccc(C(F)(F)F)cc2)[C@@H]4c2ccccc2)C3c2ccc(Cl)nc2)cc1 (stereo partly drawn) | nt | nt | -10.4 | nt | nt | i | nt | i | i | i | i
COc1cc(C(=O)N2CCC(C(=O)Nc3cccc(C(C)=O)c3)CC2)cc(OC)c1OC | i | i | -13.6 | i | i | i | i | i | i | i | i
Cc1nc(NC(=O)c2ccccc2)sc1Cc1ccc2c(c1)OCO2 | i | i | -12.0 | i | i | i | i | i | i | i | i
CCCSc1nc(O)c(C2OC(=O)c3c2ccc(OC)c3OC)c(=O)n1-c1ccccc1 (stereo not drawn) | i | i | 0.9 | i | i | i | i | i | i | i | i
CCOC(=O)c1ccc(NC(=O)Cn2nnc(-c3ccc(F)cc3)n2)cc1 | i | i | -8.1 | i | i | i | i | i | i | i | i
CN1CCN(C(=O)c2ccc(C(C)(C)C)cc2)CC1 | i | i | -4.6 | i | i | i | i | i | i | i | i
COc1ccc(-c2nn(-c3ccccc3)cc2N)cc1 | i | i | -9.6 | i | i | i | i | i | i | i | i
CC(C)Cn1c(SCC(=O)c2ccc(Cl)s2)nnc1-c1ccco1 | i | i | -16.7 | i | i | i | i | i | i | i | i
Cc1ccc(NC(=O)Cc2c(O)c3ccccc3[nH]c2=O)c(C)c1 | i | i | -9.1 | i | i | i | i | i | i | i | i
O=C(O)CNS(=O)(=O)c1ccc(C2CCCCC2)cc1 | i | i | -2.8 | i | i | i | i | i | i | i | i
CCCCC(=O)NC(=S)NNC(=O)c1ccc(OC)cc1 | i | i | -4.4 | i | 97.8* | i | i | i | i | i | i
Cc1ccccc1Cn1cnc2c(cnn2C(C)(C)C)c1=O | i | i | -5.4 | i | i | i | i | i | i | i | i
Cc1ccc[n+](CC(=O)/C=C2\N(C)c3ccccc3C2(C)C)c1 | i | i | -2.2 | i | i | i | i | i | i | i | i
CN(C)c1ccc(C(CNC(=O)c2ccccc2Br)c2c[nH]c3ccccc23)cc1 (stereo not drawn) | i | i | 0.2 | i | i | i | i | i | i | i | i
CCOC(=O)CN1C(=O)C(=O)N(Cc2cccc(C)c2)C1=O | i | i | -5.5 | i | i | i | i | i | i | i | i
CC(=O)Nc1cc2ccc(OC(C)=O)cc2oc1=O | i | i | -4.0 | i | i | i | i | i | i | i | i
Cc1ccc(OCCN2CCOCC2)cc1C | i | i | -7.2 | i | i | i | i | i | i | i | i
COC(=O)C1=C(C)N(Cc2ccccc2)C(=O)N[C@H]1c1ccco1 | i | i | -9.4 | i | i | i | i | i | i | i | i
CC(C)Cn1c(=O)[nH]c(=O)c2c(C(F)(F)F)cc(-c3ccccc3)nc21 | i | i | -5.4 | i | i | i | i | i | i | i | i
CCOC(=O)N1CCN(C(=O)CCCCn2c(=S)[nH]c3ccsc3c2=O)CC1 | i | i | -8.3 | i | i | i | i | i | i | i | i
Cc1noc(C)c1S(=O)(=O)N1CCCC(C(=O)NCC2CCCO2)C1 (stereo not drawn) | i | i | -3.7 | i | i | i | i | i | i | i | i
CN(C)/C=N/c1nc2nccc(-c3cccc(Cl)c3)n2n1 | i | i | -2.2 | i | i | i | i | i | i | i | i

Additional compounds follow.
SMILES | MrgX1 allo act | TMEM16A inh | hERG rescue | KCNK3 block | MrgX1 agonist | KCNQ1 block | TMEM16A act | KCNQ1 pot | KCNK9 inh | RGS4 act | RGS4 block
O=C(OCC(O)CO)c1ccccc1Nc1ccnc2cc(Cl)ccc12 (stereo not drawn) | i | i | nt | i | i | nt | i | nt | nt | nt | nt
O=C(CN1C(=O)CCC1=O)Nc1nc(-c2ccc(Oc3ccccc3)cc2)cs1 | i | i | -8.4 | i | i | i | i | i | i | i | i
CCCCNc1nnc(SCC(=O)N2CCN(S(=O)(=O)c3ccc4ccccc4c3)CC2)s1 | i | i | -6.0 | i | i | i | i | i | i | i | i
CC(=O)c1nn(-c2cccc(Cl)c2)cc1C(=O)c1ccco1 | i | i | -6.0 | i | i | i | i | i | i | i | i
